# Source: PubChem (National Center for Advancing Translational Sciences (NCATS))
# ATXN2 expr inh = Primary qHTS for Inhibitors of ATXN expression. AID 1745845, 2022. Potency, µM (doses to about 57 µM), for the others: top-dose activity change, negative = inhibition, hits mostly inhibitors. 0.72% of 360,000 active. HEK-293 ATXN2-luciferase reporter, luminescence, 24 h; note: potency is the fitted concentration of half-maximal effect; % is set by controls: 0 for no effect and ±100 for the full control effect; nearly all actives have a fitted effect of over 55% in size
#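 qHTS (up to 57 uM final) was run with 24 h compound exposure of reporter cells at 37 °C. Each well was multiplexed: SteadyGlo luminescence measured ATXN2-luciferase expression after a fluorogenic Gly-Phe-AFC viability readout (25 uM final).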
# S2 tox = Viability Counterscreen for Primary qHTS for Inhibitors of ATXN expression | Potency, µM (series often up to 56.7 µM), hits mostly cytotoxic | S2 cells (HEK-293 line with an ATXN2-luciferase reporter) viability, CellTiter-Fluor protease fluorescence, 24 h | 0.49% of 400,000 active | AID 651635, 2014; note: potency is the fitted concentration of half-maximal effect; nearly all actives have a fitted effect of over 40% in size
# SW480 rereplic = A quantitative high throughput screen for small molecules that induce DNA re-replication in SW480 colon adenocarcinoma cells; 1.8% of 340,000 active; Potency, µM (top dose mostly 46.1 µM), inactives show at the highest dose re-replication activation, actives largely listed as activators; SW480 DNA re-replication, Hoechst DNA content imaging, 48 h; AID 624297, 2012; note: potency is the fitted concentration of half-maximal effect; % of control where 0% means no effect; nearly all actives have a fitted effect of over 55% in size
#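 Compounds, transferred as 23 nL by pin tool, were incubated with cells for 48 hr; DNA content per nucleus was then quantified by Hoechst staining and fluorescence plate imaging.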
# IL1B secr inh = qHTS for Inhibitors of Inflammasome Signaling: IL-1-beta AlphaLISA Primary Screen. THP-1 LPS/ATP IL-1B secretion, AlphaLISA, 16 h; hits give low values. activity change, % at 57.5 µM. AID 743279, 2014. 4.7% of 360,000 active; in the data active = activity change below about -50%; inconclusive = mostly about -30% to -49%; note: % is set by controls: 0 for no effect and ±100 for the full control effect
#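 THP-1 cells pretreated 1 hr with compounds (up to 57.5 uM final), then stimulated with LPS (250 ng/mL final) plus ATP (1.25 mM final); secreted IL-1B measured by AlphaLISA after 16 hr, decreased signal indicating inhibition.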
# HT1080NT lethal = qHTS for induction of synthetic lethality in tumor cells producing 2HG: qHTS for the HT-1080-NT fibrosarcoma cell line. HT-1080-NT fibrosarcoma viability, CellTiter-Glo ATP luminescence, 48 h. Potency, µM (highest dose often 46.1 µM), without a hit: at the highest dose activity, negative = less viability, actives largely listed as cytotoxic. 1.6% of 360,000 active;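 note: NT is the 2HG producing partner of a matched IDH1 knockdown line; potency is the fitted concentration of half-maximal effect; 0% = DMSO-treated cells and -100% = media-only wells without cells; nearly all actives have a fitted effect of over 55% in size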
#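 750 cells/well, RPMI + 5% FBS; 2 h settle, compound pin-transfer, 48 h at 37 degrees C. CellTiter-Glo 10 min RT, luminescence. Normalized to DMSO and media-only wells.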
# KB-V1 MDR tox = qHTS assay for MDR1-selective chemotherapeutics: Primary screen using the drug-selected MDR subline cells KB-V1 | KB-V1 MDR cells viability, CellTiter-Glo, 72 h | Potency, µM (series often up to 46.1 µM), inactives show at the top dose activity change, negative = cytotoxicity, actives largely listed as cytotoxic | 3.4% of 400,000 active | AID 1347076, 2019; note: potency is the fitted concentration of half-maximal effect; % is set by controls: 0 for no effect and ±100 for the full control effect; nearly all actives have a fitted effect of over 60% in size
#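 Drug-selected KB-V1 cells, grown in DMEM lacking phenol red with 10% FBS, receive compound titrations; after three days at 37 degrees C, surviving cell ATP is quantified by CellTiter-Glo luminescence and responses normalized and curve-fitted.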
# KB-3-1 cytotox = qHTS assay for MDR1-selective chemotherapeutics: Primary screen using the parental adenocarcinoma cell KB-3-1; KB-3-1 viability, CellTiter-Glo ATP luminescence, 72 h; Potency, µM (top dose mostly 46.1 µM), for the others: at the top dose activity change, negative = cytotoxic, actives largely listed as cytotoxic; 1.4% of 400,000 active; AID 1347075, 2019; note: potency is the fitted concentration of half-maximal effect; % is set by controls: 0 for no effect and ±100 for the full control effect; nearly all actives have a fitted effect of over 60% in size
#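 Cytotoxicity measured as CellTiter-Glo luminescence after 72 h at 37 C. Compound titrations were pinned onto drug-naive KB-3-1 parental adenocarcinoma cells grown in DMEM with 10% FBS, and normalized data fitted to concentration-response curves.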
# HT1080 IDH1KD tx = qHTS for induction of synthetic lethality in tumor cells producing 2HG: qHTS for the HT-1080-IDH1KD cell line; HT-1080 IDH1 knockdown viability, ATP luminescence, 48 h; Potency, µM (titrated, usually from 46.1 µM), for inactives: top-dose activity, negative = toxicity, usual class: cytotoxic; 2% of 360,000 active;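 note: potency is the fitted concentration of half-maximal effect; 0% = DMSO wells and -100% = cell-free medium wells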
#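 CellTiter-Glo luminescence after 48 h compound exposure at 37 degrees C of IDH1-knockdown HT-1080 cells in 5% FBS RPMI. %Activity scaled between DMSO wells and cell-free media wells, with curves fitted and assigned curve classes.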
# MCF10A rerep = A quantitative high throughput screen for small molecules that induce DNA re-replication in MCF 10a normal breast cells. MCF 10A DNA re-replication, Hoechst nuclear intensity, 48 h. Potency, µM (doses to about 46.1 µM), for the others: at the highest dose activity, positive = re-replication, hits mostly activators. 2.9% of 350,000 active. AID 624296, 2012; note: potency is the fitted concentration of half-maximal effect; % of control where 0% means no effect; nearly all actives have a fitted effect of over 50% in size
# An asterisk follows results filed as active; i = inactive; ? = inconclusive; nt = no result given; [ ] = remark or other dose. Unless noted, calls come from the whole dose curve; as a rule, active = well fitted curve in the direction sought with a large enough effect; inconclusive = small, poorly fitted or top-dose-only effect, or another doubt; inactive = no such curve, though single readings can be large; an effect the other way counts as inactive or inconclusive.
SMILES,ATXN2 expr inh,S2 tox,SW480 rereplic,IL1B secr inh,HT1080NT lethal,KB-V1 MDR tox,KB-3-1 cytotox,HT1080 IDH1KD tx,MCF10A rerep
COCCn1c(Cc2cccn2C)nnc1SCC(=O)NCc1ccc2c(c1)OCO2,nt,i,-13%,-19,-1%,-14%,-12%,2%,?
CCCCSc1nnc(-c2ccc(C)cc2)c2ccccc12,-2%,i,1%,6,0%,-27%,-8%,0%,?
C=CCn1c(SCC(=O)c2ccc(O)c(O)c2)nnc1-c1cccnc1,18%,i,0%,28,-4%,7%,3%,-13%,7%
Cc1ccccc1Nc1cc(C(=O)NCc2ccco2)c2ccccc2n1,3%,i,?,?,1%,8.2µM*,?,-1%,-38%[inhibitor]
COc1ccc(NS(=O)(=O)c2ccc(O)c(C(=O)OCC(=O)NC3CCCCC3)c2)cc1,-6%,i,-20%,40,-1%,-24%,6%,10%,0%
CCOC(=O)[C@]12CCCC=C1N(Cc1ccccc1)C(=O)[C@H](CC(=O)NCc1ccc(OC)c(OC)c1)C2,nt,nt,nt,?,0%,-20%,4%,-16%,nt
C[C@H]1CN=C(N(C)C)N1CC1CCCCC1,3%,i,-1%[9.22 µM],22,12%,31%,8%,9%,3%
O=C(NCc1cccc(Br)c1)C1CCCCN1S(=O)(=O)c1ccc(F)cc1 (stereo not given),4%,i,nt,nt,nt,-9%,-15%,nt,nt
CCOC(=O)N1CCN(C(=O)c2ccc3[nH]c(C)c(C)c3c2)CC1,0%,i,-15%,-6,-1%,-29%,-1%,5%,14%
NS(=O)(=O)c1ccc(CNS(=O)(=O)c2cccc3nonc23)cc1,11%,i,-161%[inhibitor],6,9%,21%,0%,10%,?
CC(C)(C)C1CCc2nc(NC(=O)c3ccc([N+](=O)[O-])cc3)sc2C1 (stereo not given),-1%,i,nt,nt,nt,13%,-1%,nt,nt
COc1ccc(OCc2cc(C(=O)NC(C)c3nc(C)cs3)no2)c(Cl)c1 (stereo not given),nt,i,nt,-3,2%,-1%,-1%,0%,nt
COc1ccc(N(CC(=O)NC(C)(C)C)C(=O)c2ccco2)cc1,3%,i,-6%,8,-4%,1%,0%,-1%,691%[0.0737 µM]
Cc1cccc(N(CC(O)CN2CCCC2)S(=O)(=O)c2ccccc2)c1 (stereo not given),2%,i,-2%,-10,15%,-2%,-2%,-2%,2%
COc1ccc(S(=O)(=O)N2CCCC2CNC(=O)C(=O)NC2CCCCCC2)cc1 (stereo not given),0%,i,-318%[inhibitor],-3,-6%,-5%,7%,-14%,?
CCN(CC)S(=O)(=O)c1ccc2c(c1)nc(CCC(=O)O)n2CC,-2%,i,-26%,23,11%,8%,15%,3%,-33%[inhibitor]
CCCOc1ccc(Cc2nn[nH]n2)cc1,-16%,i,-6%,31,0%,14%,0%,1%,8%
CCOC(=O)c1ccc(NC(=O)NC2CC3CCC(C2)N3C(=S)NC)cc1 (stereo not given),7%,i,2%,-4,13%,3%,3%,14%,-1%
Cc1ccc2oc(C(=O)Nc3c(C(=O)Nc4cccc(Cl)c4)oc4ccccc34)cc(=O)c2c1,3%,i,nt,nt,nt,30%,?,nt,nt
CCc1ccccc1NC(=O)CCC(=O)N1CC(C)Oc2ccc(C)cc21 (stereo not given),9%,i,nt,nt,nt,-12%,6%,nt,nt
CC(C)(C)C(=O)O/N=C(\N)c1ccc([N+](=O)[O-])s1,nt,?,?,0,?,1%,-10%,-8%,10%
Cc1cc(S(=O)(=O)Nc2ccc(C(=O)NCc3ccncc3)cc2)ccc1F,3%,i,-1%,2,-3%,5%,15%,8%,10%
O=C(O)CCCC(=O)Nc1ccc(Oc2cccc(C(F)(F)F)c2)nc1,-8%,?,-19%,16,0%,?,5%,-4%,-8%
Cc1ccc(NC(=O)CSc2nnc(C)c(=O)[nH]2)cc1C,-8%,i,-19%,0,8%,8%,2%,3%,-7%
C=CCNC(=S)NNC(=O)c1csc(C)c1CC,3%,i,?,-3,?,?,-22%,?,1%
O=C(NN=C1CCCCCC1)NC1CCCCC1,-11%,i,?,33,17%,1%,5%,12%,1%
CCN1C[C@@H]2[C@@H]3C(=O)N(C)C(=O)[C@@H]3[C@](Cc3ccccc3)(C1=O)N2C(=O)c1ccc(Br)cc1,11%,i,2%,12,16%,?,11%,12%,-25%
COc1ccccc1NC(=O)CCN1C(=O)/C(=C/c2cc(OC)c(OC)c(OC)c2)SC1=S,nt,i,-7%,-2,0%,?,0%,2%,-1%
Cc1cc(OCCCCCNCCO)ccc1Cl,-26%,i,?,-18,2%[9.24 µM],-9%,?,?,?
Cc1ccccc1NC(=O)C1CCCN1/C=C/C(=O)C(F)(F)F (stereo not given),-2%,i,-1%,10,-4%,0%,3%,13%,-13%
CCCc1nc2c3ccccc3ccn2c1Cc1ccccc1,-24%,nt,nt,29,?,?,0%,?,nt
Cc1noc(/C=C/c2ccco2)c1S(=O)(=O)N1CCC(C(=O)NC(C)c2ccccc2)CC1 (stereo not given),3%,i,-4%,-14,-1%,-1%,-4%,-3%,6%
CCCCN(CC)CCCNC(=O)c1nn(-c2ccc(OC)cc2)c(=O)c2c1c1ccccc1n2C,3%,i,nt,nt,nt,-1%,-10%,nt,nt
O=C(Nc1ccc(Cl)cn1)c1ccc(Oc2ccccc2)cc1,31%[activator],i,-1%,-67*,-14%,-26%,?,-3%,6%
O=c1[nH]c(-c2ccccc2)nc2sc(-c3ccccc3)cc12,69%[activator],nt,2.9µM*,-8,-14%,?,?,-14%,10µM*
O=C(CCS(=O)(=O)c1cc(Br)cc2c1N(C(=O)C1CC1)CC2)NCc1ccco1,-2%,i,3%,-20,11%,18%,4%,8%,-4%
Cc1cc(N2CCCC2=O)cc(C)c1S(=O)(=O)NCCOc1ccc(C(C)(C)C)cc1,-13%,i,17%,-54*,?,?,?,?,?
O=C(CSc1ccc(-c2ccccn2)nn1)N1CCc2ccccc21,-21%,i,2%,137,0%,?,16%,13%,-2%
Cc1nc(C)c(/C(O)=C\c2nc3ccc([N+](=O)[O-])cc3oc2=O)o1,?,?,-17%,9,-3%,5%,2%,-19%,-9%
CCOc1ccccc1NC(=O)CSc1nccn1-c1ccccc1,-4%,i,0%,-4,10%,?,8%,4%[9.24 µM],0%
Cc1ccc(CNC(=O)c2ccc3c(=O)c(O)c(-c4ccc(C)cc4)[nH]c3c2)cc1,-36%,nt,?,57,7%,?,4.6µM*,10%,?
CCn1c(/N=C/c2ccccc2O)nc2ccccc21,5%,i,-32%[inhibitor],7,-1%,9%,6%,-4%,1%
NC(=O)C1CCCN(C(=O)c2ccc(Cl)cc2)C1 (stereo not given),-12%,i,-4%,-18,10%,0%,-1%,-1%,-6%
Cn1c(-c2cccc([N+](=O)[O-])c2)cnc1NCc1cccc([N+](=O)[O-])c1,nt,?,-40%[inhibitor],-28,-18%,?,-6%,-1%,?
CCOC(=O)c1ccc(NC(=O)CSc2nnc(CNC(=O)c3ccco3)o2)cc1,-2%,i,2%,12,-9%,12%,2%,0%,0%
Cc1cc(Br)cc(C)c1NC(=O)c1cnc2ccccn2c1=O,11%,i,nt,nt,nt,-12%,6%,nt,nt
Cc1ccc(-n2nc3c(=O)n(CCCC(=O)N4CCC(C)CC4)nc(C)c3c2C)cc1,-22%,i,-10%,-3,-17%,-3%,-6%,-15%,-5%
O=C(Nc1ccccc1C(F)(F)F)c1cc(-c2ccc(O)cc2)on1,53%[activator],i,?,-27,-3%,1%,6%,-8%,?
COc1cccc(-c2c(C#N)c(N)nc3c2c(C)nn3-c2ccccc2)c1O,?,i,-9%,-5,-23%,-5%,-22%,-28%,?
CCCNC(=O)c1cc(C2CCCN(S(=O)(=O)c3cccs3)C2)on1 (stereo not given),-9%,i,nt,15,2%,-7%,-1%,14%,nt
COCCCNC(=O)C1CCCN(S(C)(=O)=O)C1 (stereo not given),-9%,i,-2%,1,-5%,-6%,?,-12%,-1%
Nn1c(Cc2cccc3ccccc23)nnc1SC1CCOC1=O (stereo not given),-10%,i,-24%,1,0%,12%,14%,-1%,5%
CN1CCN(C(=O)CCn2c(=S)[nH]c3ccccc3c2=O)CC1,nt,i,nt,-12,5%,-13%,12%,1%,nt
Cc1cccc(C)c1NC(=O)CN1CCN(c2ccc(F)cc2)CC1,-8%,i,nt,22,-1%,0%,-1%,0%,nt
Cc1cccc(CC(=O)NCCN2CCCCC2)c1,12%,i,4%,-19,-2%,-2%,-13%,0%,7%
CCCC(=O)Nc1sc(C)c(-c2ccc(C(C)CC)cc2)c1C#N (stereo not given),-31%,i,2%,-2,5%,0%,0%,7%,-14%
COC(=O)[C@@]1(Cc2ccc(F)cc2)[C@H]2c3cc(C(=O)N(C)C)n(Cc4ccsc4Br)c3C[C@H]2CN1C(=O)c1ccccc1,0%,?,nt,-28,?,21µM*,?,?,nt
COc1ccc(CNC(=O)CSc2ncc3c(n2)-c2cc(Cl)ccc2N(Cc2ccccc2)S3(=O)=O)cc1,-4%,i,nt,nt,nt,7%,-4%,nt,nt
